ABCB6 inh 2 – inhibitors of human ABC transporter ABCB6; Q9NP58; K562-ABCB6 porphyrin accumulation, flow cytometry, 1 h; active compounds read low; fluorescence ratio to DMSO, % at 10 µM; hit rate 0.19% among 360,000;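 active means fluorescence ratio to DMSO below 75%, the collection mean minus 3 SD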;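 further: signal is porphyrin accumulated inside mitochondria; 100% equals median channel fluorescence of DMSO control wells; lower ratio means ABCB6 inhibition with less porphyrin fluorescence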
Target sequence (Q9NP58 whole entry, looked up): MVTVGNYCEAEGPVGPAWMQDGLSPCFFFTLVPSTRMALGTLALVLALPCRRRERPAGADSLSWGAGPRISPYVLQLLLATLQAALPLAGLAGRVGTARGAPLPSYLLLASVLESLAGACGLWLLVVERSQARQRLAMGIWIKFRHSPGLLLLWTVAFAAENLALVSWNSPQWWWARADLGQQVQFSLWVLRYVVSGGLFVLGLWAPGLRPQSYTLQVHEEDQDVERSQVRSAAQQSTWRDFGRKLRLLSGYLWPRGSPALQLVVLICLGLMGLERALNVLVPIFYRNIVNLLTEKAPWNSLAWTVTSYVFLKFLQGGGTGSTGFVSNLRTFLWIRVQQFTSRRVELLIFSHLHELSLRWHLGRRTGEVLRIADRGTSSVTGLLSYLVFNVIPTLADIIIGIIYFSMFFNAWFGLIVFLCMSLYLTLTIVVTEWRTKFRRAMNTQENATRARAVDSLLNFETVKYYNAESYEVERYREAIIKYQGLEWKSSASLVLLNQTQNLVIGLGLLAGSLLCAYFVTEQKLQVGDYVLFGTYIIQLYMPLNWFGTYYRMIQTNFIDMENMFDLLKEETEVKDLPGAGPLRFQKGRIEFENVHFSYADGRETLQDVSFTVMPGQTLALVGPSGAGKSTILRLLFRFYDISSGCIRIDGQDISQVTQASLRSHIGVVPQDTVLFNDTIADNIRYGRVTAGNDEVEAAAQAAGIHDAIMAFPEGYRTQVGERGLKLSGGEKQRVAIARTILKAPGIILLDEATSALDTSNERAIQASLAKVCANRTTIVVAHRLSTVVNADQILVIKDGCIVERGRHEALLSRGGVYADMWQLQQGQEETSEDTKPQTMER
ABHD5 PLIN5 PPI – blocks binding of human ABHD5 to perilipin-5. Q00G26+Q8WTS1. Split G. princeps luciferase complementation, luminescence, 4 h. inhibition, % at 4 µM. hit rate 0.78% among 360,000;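 active means inhibition above the mean inhibition across every tested compound plus 3 SD, cut at about 22% in these data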;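 further: 0% = DMSO only wells and the 100% control is not disclosed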
Cardio protect – myocardial damage modulation in H9c2 cells. H9c2 cardiomyocytes, H2O2 injury protection, ATPLite, 2 h. protection from H2O2 cell death, % at 20 µM. hit rate 0.63% among 360,000. AID 588492;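 active means compounds giving at least 50% protection of heart cells from peroxide-induced death in the single-dose screen, raw or plate-pattern-corrected value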;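 further: 0% = DMSO wells with peroxide and 100% = DMSO wells without peroxide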
Glyco luc inh – blocks N-linked glycosylation in D54 reporter cells; D54 ERlucT glycosylation luciferase reporter, 24 h; percent of 100 nM tunicamycin response; reporter increase, % at 12.5 µM; hit rate 0.23% among 360,000;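 active means mean luciferase reporter signal, scaled so untreated is 0 and the glycosylation-blocking control 100, at or above a set limit in every replicate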;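 further: luciferase carries N-glycosylation sites so blocking glycosylation raises the light; 0% = median of neutral control wells and 100% = median of 100 nM tunicamycin wells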
iPSC survival up – increases survival of single human iPS cells. hiPSC single-cell survival, ATPlite luminescence; 100% = ROCK inhibitor wells, 0% = DMSO. survival enhancement, % at 20 µM. hit rate 0.044% among 360,000; in the data active means survival enhancement above about 18%;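 further: cells exposed to compounds for 16 hours before the ATP read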
MC4R barr agon – activates human MC4R beta-arrestin recruitment. activation, % at 8.9 µM. U2OS MC4R beta-arrestin complementation, luminescence; percent of melanotan II response, DMSO zero. P32245. hit rate 0.98% among 360,000;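 active means activation above a per-plate cutoff, the mean activation of sample wells on that plate plus 3 SD, cut at about 8% in these data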
HTR2A ag – activates the mouse 5-HT2A serotonin receptor. AID 624169. hit rate 0.66% among 360,000. P35363. CHO-K1 mHTR2A beta-arrestin complementation, luminescence; percent of 30 µM serotonin response. activation, % at 7.6 µM;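 active means activation above a run cutoff, the mean activation of all tested compounds plus 3 SD, cut at about 14% in these data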;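 further: 0% = plate median of compound wells and 100% = 30 µM serotonin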
aDG glyco act – increases alpha dystroglycan glycosylation. Pro5-aDG cells, alpha-DG glycosylation AlphaScreen (IIH6); 0% Pro5, 100% B10-LARGE cell signal. AID 624168. hit rate 0.22% among 360,000. activation, % at 10 µM;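 active means activation of at least 8% versus controls, or a plate z-score of at least 8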;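 further: Pro5 are CHO cells carrying HIG-tagged alpha-DG that lacks glycosylation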
Exocytosis inh – blocks lytic granule exocytosis | inhibition, % at 10 µM | TALL-104 LAMP-1 surface exposure, flow cytometry; cells stimulated with thapsigargin and PMA | hit rate 0.66% among 360,000;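 active means inhibition above about 55%, limit read from the data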
MC4R antagonist – antagonists of human melanocortin 4 receptor (MC4R); P32245; MC4R-expressing cells, MTII-stimulated cAMP, LANCE TR-FRET; inhibition, % at 6.5 µM; hit rate 0.48% among 360,000; AID 540295;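 active means inhibition above its plate's cutoff, the mean of tested wells on that plate plus 3 SD, cut at about 29% in these data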;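 further: 0% = Melanotan II alone and 100% = Melanotan II plus saturating MCL0020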
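Test system: U2OS cells stably expressing human melanocortin 4 receptor (MC4R); also added: Melanotan II challenge; compound: 6.5 µM single dose; timing: 30-min compound preincubation, 1-h Melanotan II challenge, 1-h detection, room temperature; signal: Eu-cAMP/anti-cAMP TR-FRET, emission 671 nm; repeats: one well per compound, no replicates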
Active calls of the source: *; . = no result given.

Start of the listing, in advance, two compounds:
Every second line gives: ABCB6 inh 2	ABHD5 PLIN5 PPI	Cardio protect	Glyco luc inh	iPSC survival up	MC4R barr agon	HTR2A ag	aDG glyco act	Exocytosis inh	MC4R antagonist
Cc1ccc(C)c(OCCC(=O)Nc2ccccc2C(=O)NC2CC2)c1
    99	-6	-3	0	0.4	0.4	0	0.2	-1	2
O=C(C1=C[C@@H](C2CCCCC2)C[C@@H](OCc2ccc(CO)cc2)O1)N1CCN(Cc2ccccc2)CC1
    96	10	5	-6	-2.6	0.1	-7	0.1	1	12

All compounds of this part, from the first entry:
Every second line gives: ABCB6 inh 2	ABHD5 PLIN5 PPI	Cardio protect	Glyco luc inh	iPSC survival up	MC4R barr agon	HTR2A ag	aDG glyco act	Exocytosis inh	MC4R antagonist
Cc1ccc(C)c(OCCC(=O)Nc2ccccc2C(=O)NC2CC2)c1
    99	-6	-3	0	0.4	0.4	0	0.2	-1	2
O=C(C1=C[C@@H](C2CCCCC2)C[C@@H](OCc2ccc(CO)cc2)O1)N1CCN(Cc2ccccc2)CC1
    96	10	5	-6	-2.6	0.1	-7	0.1	1	12
Cc1cc(N2CCCC(C(=O)Nc3cccc4ccccc34)C2)n2ncnc2n1 (stereo not drawn)
    95	-3	-9	0	-0.6	-1.4	3	0.3	-2	-65
CCN(CC(=O)Nc1ccc2c(c1)OCCO2)CC(=O)Nc1ccc2c(c1)OCO2
    105	-1	-4	2	-0.8	0.3	6	0.4	-1	10
COc1ccccc1OCCC(=O)NNC(=O)c1ccccc1F
    96	-3	-2	1	-0.1	-3.3	-2	0.0	4	-4
C=CCNc1nc(NCc2ccccc2)nc(OCC)n1
    108	-1	-2	1	-0.3	-0.8	-1	0.2	-3	5
CCOc1ccc(CCNS(=O)(=O)c2ccc(-c3ccc(=O)[nH]n3)o2)cc1OCC
    99	-2	-1	0	-0.4	-2.1	-4	-0.1	0	4
O=C(CCCn1c(=O)c2ccccc2n(CC(=O)NCc2ccco2)c1=O)NCc1ccco1
    98	0	16	0	-1.5	-3.3	-2	0.0	3	-5
COc1ccc(NC(C)=O)cc1NC(C)C(=O)Nc1cc(C(F)(F)F)ccc1N1CCOCC1 (stereo not drawn)
    83	-1	8	3	-1.2	0.4	3	0.1	0	3
CN(C)S(=O)(=O)c1ccc(NC(=O)Cn2ccsc2=N)cc1
    100	-1	2	0	1.7	1.0	-4	-0.4	-2	6
CCCN(CC(=O)Nc1ccccc1C)C(=O)Cc1c(C)nc2ccccc2c1C
    92	0	1	-1	0.2	-0.6	1	0.3	0	5
CC(C)N(Cc1nc(COc2ccccc2)no1)Cc1nccn1C
    100	3	0	-2	0.3	-0.3	-1	0.0	-1	-2
Fc1ccc(-c2nnc3ccccn23)cc1
    102	7	5	2	3.6	-1.9	4	-0.4	-1	11
Cc1ccc(S(=O)(=O)NCC(c2ccco2)N2CCOCC2)cc1 (stereo not drawn)
    103	-2	-3	2	-1.8	-0.4	4	-0.1	-9	2
CCCCOc1ccc(NC(=O)C2OC3OC(C)(C)OC3C3OC(C)(C)OC23)cc1 (stereo not drawn)
    93	-1	-2	0	-2.8	-2.6	3	-0.2	-2	13
CC(C)Oc1ccc(N2CC(C(=O)NC3=NCCS3)CC2=O)cc1 (stereo not drawn)
    91	-1	0	1	-0.7	-1.2	0	0.1	-1	5
NC(=O)C(=O)N/N=C1\CCc2ccccc21
    95	2	2	2	0.4	-0.4	-2	-0.1	-2	-6
CC(Cc1cccs1)NC(=O)Nc1ccccc1 (stereo not drawn)
    99	6	-6	-2	-2.0	0.4	2	0.1	1	12
O=C1CC(C(=O)Nc2cccc(F)c2)n2c(nc3ccccc32)N1 (stereo not drawn)
    96	0	-3	-2	0.7	-1.2	-1	0.1	-3	22
O=C(/C(=N\Nc1ccc([N+](=O)[O-])cc1)Sc1nnnn1-c1ccccc1)c1ccccc1
    92	-6	-9	-2	1.0	-3.0	-3	-0.1	-3	6
COC(=O)c1ccccc1NC(=O)CSc1nnc(CNS(=O)(=O)c2ccc(C)cc2)n1C
    102	1	14	2	2.2	-1.4	4	-0.1	-3	5
O=C(O)C1C2C=CC3(CN(C4CCCC4)C(=O)C13)O2 (stereo not drawn)
    104	9	14	1	-0.2	-0.2	10	-0.1	12	2
CC(=O)C1=C(C)Nc2cc(C(F)(F)F)ccc2S1
    100	-2	3	-2	5.5	-0.5	-4	-0.3	5	0
O=C(OCCO)c1c(C2=CCCCC2)oc2c1C(OCCO)CCC2 (stereo not drawn)
    97	-6	.	.	-0.5	.	5	-0.2	0	.
COc1ccc(C2(C)NC(=O)N(CC(=O)c3cc(C)n(C4CC4)c3C)C2=O)cc1OC (stereo not drawn)
    99	0	-10	2	1.7	-0.4	-2	0.1	-1	6
O=C(N/N=C/c1cccc([N+](=O)[O-])c1)C1CC(=O)N(c2ccc(Cl)cc2)C1 (stereo not drawn)
    94	-1	7	1	0.4	0.5	1	0.4	-1	-1
CCN(CC)S(=O)(=O)c1ccc(/C=C/C(=O)OCC(=O)NNC(=O)c2ccc(OC)cc2)cc1
    98	2	1	0	-0.4	-1.0	7	0.0	0	12
COCCN(C(=O)COC(=O)/C=C/c1ccccc1Cl)c1c(N)n(Cc2ccccc2)c(=O)[nH]c1=O
    90	3	3	0	-0.3	0.5	8	-0.2	-2	6
CCc1nc2ccc(C(=O)N3CCN(S(=O)(=O)CC)CC3)cn2c1N(C)C(=O)c1cccc(OC)c1
    94	3	0	1	0.1	-0.1	3	-0.1	-6	6
O=C(O)c1cc(N/N=C/c2ccc(OCc3ccccc3)cc2)ccc1Cl
    101	-3	-7	1	-0.4	0.7	4	0.0	-4	-3
Cc1ccc(NC(=O)CN2CCN(c3ccccn3)CC2)c(Cl)c1
    103	-7	13	1	-2.3	-1.0	1	0.0	0	-2
COc1cc(C(=O)NCC(=O)N2CCN(S(=O)(=O)c3ccccc3)CC2)cc(OC)c1OC
    93	0	10	0	-0.2	1.9	5	0.0	-4	2
COC(=O)/C(C#N)=C/c1c[nH]c2ccccc12
    99	1	-1	1	1.6	-0.1	2	-0.4	-3	23
CC1C(=O)N(Cc2cn(CCC3OCCCO3)nn2)CCS(=O)(=O)N1Cc1ccc(-c2cccc(CO)c2)cc1 (stereo not drawn)
    99	11	5	0	0.0	0.1	-2	0.2	-2	0
CN1CCN(C(=O)C2=C[C@H](c3ccc(C(F)(F)F)cc3)C[C@H](OCCCCO)O2)CC1
    96	6	4	0	0.1	0.6	-3	0.0	-2	-1
CCCCN1C(=O)C(=O)N(CC(=O)c2ccc3c(c2)OCO3)C1=O
    98	0	2	1	-0.4	0.2	6	0.4	3	6
O=C(c1cccs1)N1CCCC(N2CCN(c3cccc(C(F)(F)F)c3)CC2)C1 (stereo not drawn)
    97	0	-3	0	-0.4	-1.8	-9	0.3	-10	13
CC1=C(C(=O)OC(C)C)C(c2cccnc2)n2ncnc2N1 (stereo not drawn)
    89	4	9	2	0.6	0.8	-1	-0.1	-1	0
O=C(Nn1cnnc1)c1ccc([N+](=O)[O-])cc1
    102	-6	-8	0	-0.7	-2.8	3	0.1	-2	-2
O=C(Nc1cccc(S(=O)(=O)N2CCCCC2)c1)C1=NN(c2ccccc2)C(=O)CC1
    96	-11	-8	0	-0.2	-0.3	-1	0.0	4	5
COC(=O)c1cc(C)sc1NC(=O)CSc1ncccn1
    101	0	-3	7	0.2	-2.6	-4	-0.3	-4	2
CCn1c(SCC(=O)Nc2cc(C)on2)nnc1-c1ccncc1
    102	-3	-1	5	0.7	-0.2	0	0.1	-3	1
COc1ccc(-c2cc(-c3ccco3)[nH]c(=O)c2C#N)cc1OC
    98	13	0	0	-0.5	0.4	5	-0.1	7	13
Cc1ccc(N=Cc2c(C)[nH]n(-c3nc4ccccc4[nH]3)c2=O)cc1
    97	4	-22	-6	1.1	-0.3	5	-0.2	-1	-10
O=C(NCc1ccco1)c1ccc2[nH]c(=O)c(=O)[nH]c2c1
    99	1	5	0	-0.1	-1.8	5	0.0	2	4
CC(C(=O)Nc1ccccn1)c1ccccc1 (stereo not drawn)
    100	-3	-1	3	0.6	-1.6	-2	0.0	-5	-6
CCc1ccc(OCC(=O)NNC(=O)c2cc3ccccc3o2)cc1
    101	-1	-1	1	0.1	4.6	2	-0.3	-1	4
Cc1ccccc1-n1nnnc1SCCCC(=O)c1ccc(F)cc1
    96	4	1	-5	-0.5	1.5	-6	-0.2	-4	0
COc1ccc(C(O)c2nc(-c3ccc(Cl)cc3)cs2)cc1 (stereo not drawn)
    96	-13	-8	-1	0.5	0.1	1	0.3	13	9
CCOC(=O)C1=C(CC)OC(N)=C(C#N)C1c1ccc(F)cc1F (stereo not drawn)
    91	-2	-6	-3	2.1	-0.6	-1	1.0	0	-1
CN(c1ccccc1)S(=O)(=O)c1nnc(NC(=O)c2ccco2)s1
    100	0	2	-1	0.6	-1.0	-6	-0.1	-1	6
S=C(NC1CCCCC1)N1CCCCC1
    101	4	1	1	-0.3	0.4	4	-0.1	-5	-3
CC(C(=O)N(C)CC(=O)Nc1ccccc1C(F)(F)F)N1C(=O)c2ccccc2C1=O (stereo not drawn)
    88	0	10	-1	0.3	-2.3	-1	-0.1	-8	-1
CSc1ccc(S(=O)(=O)Nc2c(C)cccc2C)cc1
    96	-5	0	1	0.2	4.0	1	0.0	-4	5
Cc1c(O)c(=O)n(-c2ccccc2)n1C
    104	-7	-4	3	0.6	1.0	0	0.0	6	17
CCOc1ccc(NC(=O)CN(C)C(=O)CCc2ccccc2Cl)cc1OCC
    94	-7	0	0	1.0	-2.1	5	0.3	-1	9
COc1ccc2oc(C(=O)N3CCN(C(=O)c4ccco4)CC3)c(C)c2c1
    92	6	5	-2	-0.3	-3.0	14*	0.6	-6	9
CC1(C)CN(O)CCN1O
    99	4	3	1	-1.7	0.4	2	0.2	-1	-3
CCn1c(=O)c2sccc2n2c(CCCC(=O)N3CCN(c4ccccn4)CC3)nnc12
    100	11	20	0	0.1	1.9	4	0.2	12	10
Cc1ccc(-n2c(C(C)C)nc3oc4ccccc4c(=O)c3c2=O)cc1
    102	-5	-2	-3	1.1	-2.4	0	0.1	-5	4

Next part:
Every second line gives: ABCB6 inh 2	ABHD5 PLIN5 PPI	Cardio protect	Glyco luc inh	iPSC survival up	MC4R barr agon	HTR2A ag	aDG glyco act	Exocytosis inh	MC4R antagonist
CN1CC(c2ccccn2)C2(SC(=S)N(Cc3ccccc3)C2=O)C12C(=O)Nc1ccccc12 (stereo not drawn)
    95	1	9	3	-0.7	-0.9	6	0.2	-2	13
COc1ccc(OCC(=O)Nc2ccccc2C(=O)NC(C)C)cc1
    99	-4	1	2	-0.2	-0.9	3	0.0	10	2
COc1cc(OC)cc(C(=O)NNC(=O)C(=O)Nc2cc(OC)c(Cl)cc2OC)c1
    89	5	10	5	0.2	-3.5	-4	-0.1	6	2
Oc1ccccc1/C=N/NC(=S)NCCc1ccccc1
    90	-11	12	-1	-0.4	-0.1	-1	0.6	-3	-6
CCOc1ccccc1Nc1nc(N)nc(CN(C)C2CCCCC2)n1
    93	-3	13	-1	4.9	0.3	-2	0.5	0	15

Source: PubChem (several laboratories)
